# Screens: PubChem, Sanford-Burnham Center for Chemical Genomics
# HKDC1 inh – inhibitors of human hexokinase HKDC1; Q2TB90; recombinant HKDC1, G6PDH/diaphorase resazurin coupled fluorescence; inhibition, % at 20 µM; actives 0.16% (n = 340,000); AID 493160;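 active = inhibition above about 35% when tested at 20 µM, limit read from the data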;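 also: plate controls were DMSO wells with enzyme for no effect and DMSO wells lacking enzyme for full effect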
#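 Test system: recombinant HKDC1 (HK5) hexokinase enzyme, produced in-house / Doses: 20 µM test compound, 1% DMSO / Timing: 90 min, room temperature / Detection: G6PDH/diaphorase-coupled fluorescence, 1 mM NADP, 100 µM resazurin, 525/613 nm / Control set: DMSO wells with and without enzyme mix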
# 697 NFkB inh – lowers PMA/ionomycin-induced NF-kB signal in 697 B cells; 697 B-cell NF-kB luciferase reporter, 16 h; inhibition, % at 4 µM; actives 0.33% (n = 330,000); AID 435022; in the data active = inhibition above about 35%
# SENP8 inh – SENP8 protease inhibition; Q96LD8; purified SENP8, Z-RLRGG-aminoluciferin cleavage, luminescence; inhibition, % at 10 µM; actives 1.2% (n = 330,000)
# Target sequence (Q96LD8 whole entry, looked up): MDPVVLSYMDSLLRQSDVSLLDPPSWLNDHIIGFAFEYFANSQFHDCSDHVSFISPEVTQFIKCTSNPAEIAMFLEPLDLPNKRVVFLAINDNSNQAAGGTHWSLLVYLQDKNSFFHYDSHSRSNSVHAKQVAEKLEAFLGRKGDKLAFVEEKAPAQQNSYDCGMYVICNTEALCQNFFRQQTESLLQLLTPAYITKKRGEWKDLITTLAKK
# UBC13 inh – inhibitors of human UBC13 polyubiquitin chain formation | P61088 | TR-FRET | inhibition, % at 20 µM | actives 0.47% (n = 330,000) | AID 485273; in the data active = inhibition above about 45%, passing the limit was not always enough
# Target sequence (P61088 whole entry, looked up): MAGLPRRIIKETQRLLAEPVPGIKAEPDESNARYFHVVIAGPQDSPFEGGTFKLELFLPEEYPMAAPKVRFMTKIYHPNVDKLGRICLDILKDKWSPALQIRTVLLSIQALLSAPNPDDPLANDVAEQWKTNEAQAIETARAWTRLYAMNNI
# SENP7 inh – inhibitors of human SENP7 protease | Q9BQF6 | inhibition, % at 5 µM | recombinant SENP7, Z-RLRGG-aminoluciferin luminescence, 40 min | AID 434973 | actives 1.5% (n = 330,000);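 active = inhibition above about 50% at the single test dose, limit read from the data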;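 also: plate controls were DMSO with enzyme for no effect and no enzyme buffer wells for full effect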
# Target sequence (Q9BQF6 706-1050 limits assumed): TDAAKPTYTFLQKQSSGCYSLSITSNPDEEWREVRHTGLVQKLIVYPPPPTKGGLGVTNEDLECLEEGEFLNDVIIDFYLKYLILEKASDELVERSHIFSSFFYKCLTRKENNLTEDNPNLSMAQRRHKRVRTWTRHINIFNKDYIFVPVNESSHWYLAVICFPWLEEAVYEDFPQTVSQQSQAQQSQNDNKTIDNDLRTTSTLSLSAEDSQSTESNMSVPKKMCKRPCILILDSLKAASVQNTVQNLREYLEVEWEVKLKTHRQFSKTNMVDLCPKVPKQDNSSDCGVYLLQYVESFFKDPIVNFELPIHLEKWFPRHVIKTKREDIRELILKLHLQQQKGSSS
# Jurkat NFkB inh – inhibitors of the PMA/ionomycin-induced NF-kB reporter in Jurkat cells; actives 0.53% (n = 330,000); AID 435003; inhibition, % at 4 µM; PMA/ionomycin-induced NF-kB luciferase reporter, luminescence
# Apaf-1 inh – human Apaf-1 inhibition. reconstituted apoptosome caspase-3 activity, DEVD-Rh110 fluorescence. inhibition, % at 20 µM. actives 0.71% (n = 330,000); active = inhibition of at least 40% at 20 µM;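 also: plate controls were DMSO wells for no effect and DEVD-CHO caspase inhibitor wells for full effect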
#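 Material: cell-free apoptosome with Apaf-1, procaspase-3 and caspase-9; Buffer or medium: Hepes pH 7.5 with detergent and BSA; Reagent: cytochrome c trigger plus (Z-DEVD)2-Rh110 caspase-3 substrate; Times: compound with Apaf-1, dATP, procaspase-3 30 min, then 50 min reaction, room temperature; Technique: Rh110 fluorescence intensity.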
# Gli-Sufu antag – Gli-Sufu pathway antagonism. Sufu-KO-LIGHT fibroblasts, Gli luciferase reporter luminescence. inhibition, % at 5 µM. actives 0.74% (n = 340,000). AID 588413;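 active = inhibition above about 55%, limit read from the data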;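 also: 0% = DMSO-treated cells and 100% = wells with medium but no cells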
# An asterisk follows results filed as active; . = not tested or not shown. Rule as the data show it, unless noted: active = inhibition above about 50%; inactive = the rest.
SMILES,HKDC1 inh,697 NFkB inh,SENP8 inh,UBC13 inh,SENP7 inh,Jurkat NFkB inh,Apaf-1 inh,Gli-Sufu antag
COC(=O)COc1ccc(S(=O)(=O)N2CCCCCC2)cc1C,-5,20,-5,1,2,4,5,-2
O=C(O)C1CCCCC1C(=O)Nc1ccc(F)cc1F (configuration not stated),-13,15,-6,12,0,14,-15,0
CCc1nnc(NC(=O)c2ccc(S(=O)(=O)N3CCCc4ccccc43)cc2)o1,-10,-3,-8,-7,1,18,2,-11
COc1ccc(NC(=O)c2cc(C(C)C)on2)c(OC)c1,-4,-103,-15,1,-10,-98,16,-52
CCOC(=O)c1[nH]ncc1CN1CCC(Cc2cccc(OC)c2)(C(=O)OCC)CC1,1,15,1,7,0,4,-1,0
CCn1c(C)cc(/C=C2\NC(=O)N(Cc3ccc(Cl)cc3)C2=O)c1C,3,21,-2,-2,-1,-3,-3,-9
CC1CCCC(C)N1C(=O)CCN1C(=O)C2C3C=CC(C3)C2C1=O (configuration not stated),-6,-7,8,-10,2,19,-1,-4
Cc1ccc(C(CNS(=O)(=O)c2ccccc2)N2CCN(C)CC2)cc1 (configuration not stated),1,16,-3,5,1,-3,3,-6
c1cc(SSc2ccncc2)ccn1,-5,-3,2,8,2,4,7,-1
COCCCNC(=O)Cn1cnc2sc(C)c(S(=O)(=O)N3CCN(c4ccccc4OC)CC3)c2c1=O,-5,-16,2,0,6,12,6,0
CCC(C(=O)NCc1ccc(F)cc1)N(Cc1cccs1)C(=O)c1snc(C(N)=O)c1N (configuration not stated),-2,4,-3,4,4,10,10,1
CN=C(Nc1cccnc1)c1ccccc1,-1,6,-16,-1,-6,3,0,6
CCN(CC)CCCCCCCCOC(=O)c1cc(OC)c(OC)c(OC)c1,-5,-23,2,18,7,-14,5,7
CCN(C(=O)C1CCN(c2nc(-c3ccc(OC)cc3)no2)CC1)c1ccc(OC)cc1,-2,-31,4,6,0,23,19,24
COc1ccc(Nc2nc(N3CCOCC3)nc(N3CCOCC3)n2)cc1,-5,8,-6,-4,7,-10,5,48
CCS(=O)(=O)N1CCC(C(=O)NCc2cc(OC)ccc2OC)CC1,-9,-1,12,-4,9,-4,4,-1
CCc1nnc(NC(=O)CSc2nc3[nH]c(=O)cc(O)c3s2)s1,11,12,-7,-25,-4,-4,13,2
Cc1c(OCC(=O)N2C[C@H]3C[C@@H](C2)c2cccc(=O)n2C3)ccc2c3c(c(=O)oc12)CCCC3,4,34,-6,1,5,13,1,29
Cc1ccc(NC(=S)Nc2ccc(Cl)c(Cl)c2)c(OC(F)F)c1,-5,7,-22,-8,-8,9,0,-1
O=C(NCC(c1ccco1)N1CCc2ccccc2C1)c1cccc(F)c1 (configuration not stated),3,1,-1,1,-5,10,5,-3
O=C(CC1CCCCC1)Nc1c2c(nn1-c1ccc(F)cc1)CS(=O)(=O)C2,-9,11,-6,8,-5,1,-12,7
COc1ccc(NC(=O)CSc2nc3[nH]c(=O)[nH]c(=O)c3s2)cc1OC,4,-9,-7,-1,1,-18,-2,4
COc1ccc(C(=O)N/N=C(/C)c2cccc(NC(=O)c3ccccc3F)c2)cc1,1,7,-5,3,1,-21,13,-19
CCc1nnc(NC(=O)COC(=O)CN2C(=O)c3ccccc3C2=O)s1,3,-14,-15,-2,9,-3,1,-20
COc1ccc(-c2ccc3c(c2)S(=O)(=O)c2cccc(C(=O)NCCOc4ccccc4)c2C3=O)cc1OC,-1,12,1,-7,-1,0,-1,19
COc1ccc([N+](=O)[O-])cc1NC(=O)Cn1ccc(C(F)(F)F)n1,-2,17,-1,5,8,10,2,0
CCCCCc1nc2c(=O)n(C)c3ccccc3c2o1,-1,-15,-3,9,-3,-5,-1,76*
O=C(NCc1ccccc1Cl)c1ccc(CS(=O)Cc2ccc(Cl)cc2)o1 (configuration not stated),-2,-4,-4,11,-2,1,-2,10
O=C(CCc1nc2ccccc2s1)OCC(=O)c1ccccc1,1,-12,-9,10,12,-16,11,-18
O=C(O)COC(=O)C1C(c2ccccc2)C(C(=O)O)C1c1ccccc1 (configuration not stated),-24,18,6,8,6,0,-1,3
CCOC(=O)/C(C#N)=C/c1ccc(N2CCN(Cc3ccccc3)CC2)cc1,14,-16,-4,0,8,12,13,-2
N#Cc1cccc(C(=O)OCc2cccc(S(=O)(=O)N3CCOCC3)c2)c1,-2,-5,3,-5,-7,3,10,-15
NC(=O)C1CCCN(C(=O)Nc2cccc3ccccc23)C1 (configuration not stated),11,10,1,2,16,4,-3,-11
CC(C)c1ccc(NC(=O)Cc2cn(C)c3ccccc23)cc1,0,7,2,-1,0,13,17,-23
CC(=O)c1ccc(N2CCN(S(=O)(=O)c3cc4[nH]c(=O)c(=O)[nH]c4cc3C)CC2)cc1,22,2,6,-4,4,-4,0,-12
COc1ccccc1N(CC(O)CN1C(C)CCCC1C)S(=O)(=O)c1ccccc1 (configuration not stated),-6,-7,9,6,3,-3,4,1
CN(c1ccccc1)S(=O)(=O)c1ccc(C(=O)Nc2ccncc2)cc1,-4,16,0,6,-6,7,5,11
O=C(c1ccccc1)c1cccs1,-9,-5,-8,9,2,11,-9,-1
COc1ccc(OC)c(/C=C/C(=O)OCC(=O)NC2CCCCCCC2)c1,-2,2,6,12,-8,9,5,-2
CCOC(=O)C1CCN(Cc2cc(=O)oc3cc(C)ccc23)CC1,1,8,-3,4,2,-13,-1,20
CCn1cc(CN(C)C(=O)CSc2nc(-c3ccco3)cc(C(F)(F)F)n2)c(C)n1,7,7,-8,-4,-10,8,7,-1
COc1ccc(OC)c(-c2cn(S(=O)(=O)c3ccccc3)nc2N)c1,-12,27,-5,-7,-8,9,-3,.
COc1ccc(Cl)cc1NC(=O)CCS(=O)(=O)c1ccc(Br)cc1,4,10,6,0,-1,2,-182,4
CCCSc1nnc(NC(=O)Nc2ccccc2OC)s1,-3,-43,-21,-8,-10,-39,24,-21
Cc1ccc(Cn2cc(C(=O)NN)c(=O)c3ccc(F)cc32)cc1,-1,13,-2,3,-6,4,7,-6
Cc1ccc(OCc2nnc(SCC(=O)C(C)(C)C)n2Cc2ccco2)cc1,3,-14,-7,13,-5,0,8,-4
NC(=O)C1CCN(CC(O)CSc2ccccc2)CC1 (configuration not stated),-1,10,5,-2,-8,5,-18,14
COc1ccc(NC(=O)Cn2nnc(C(=O)Nc3ccc(F)c(Cl)c3)c2N)cc1OC,0,15,7,-7,-5,13,-14,12

# Quoted from the entries so far for reference:
SMILES,HKDC1 inh,697 NFkB inh,SENP8 inh,UBC13 inh,SENP7 inh,Jurkat NFkB inh,Apaf-1 inh,Gli-Sufu antag
Cc1ccc(Cn2cc(C(=O)NN)c(=O)c3ccc(F)cc32)cc1,-1,13,-2,3,-6,4,7,-6
Cc1ccc(OCc2nnc(SCC(=O)C(C)(C)C)n2Cc2ccco2)cc1,3,-14,-7,13,-5,0,8,-4
NC(=O)C1CCN(CC(O)CSc2ccccc2)CC1 (configuration not stated),-1,10,5,-2,-8,5,-18,14
COc1ccc(NC(=O)Cn2nnc(C(=O)Nc3ccc(F)c(Cl)c3)c2N)cc1OC,0,15,7,-7,-5,13,-14,12

# (further entries)
SMILES,HKDC1 inh,697 NFkB inh,SENP8 inh,UBC13 inh,SENP7 inh,Jurkat NFkB inh,Apaf-1 inh,Gli-Sufu antag
Cc1cc(C)c(N=C2CCCN2Cc2ccccc2)c(C#N)c1,-4,-10,-8,-12,-8,-12,22,5
COC(=O)C1=C[C@@H](C(=O)OC)[C@@H]2C3=C(C(=O)C2(C)C)[C@H](c2ccccc2)[C@@H]2C(=O)N(C)C(=O)[C@@H]2[C@@H]3C1,1,0,2,-16,-6,-1,3,4
CC(=O)c1cccc(NC(=S)NC(=O)c2cccc(Cl)c2)c1,-10,-55,4,7,5,-47,6,-63
CCN(CC)C(=O)Cn1cnc([N+](=O)[O-])n1,-2,15,4,-3,0,7,-12,4
CNC(=O)C1=C(C)NC(=S)NC1c1cccs1 (configuration not stated),-12,13,-1,0,-5,7,-2,0
OCCN1CCN(C(=S)c2ccc(Cl)cc2)CC1,-3,-4,-5,-7,-14,6,6,-1
Cn1c(=NC(=O)COc2ccccc2)sc2cccc(F)c21,-3,-108,-8,10,-8,-65,-9,-59
Cc1nn(C)c(C)c1S(=O)(=O)N1CCC(C(=O)NCC2COc3ccccc3O2)CC1 (configuration not stated),-2,18,-5,9,2,12,-5,-3
Cc1cccc(/C=N/NC(=O)Cn2nnnc2N)n1,3,-6,-7,-10,12,-19,-9,-4
CN1C(=O)CC(=O)N(C)c2cc(S(=O)(=O)N(C)Cc3ccccc3)ccc21,1,23,0,3,7,-12,-11,-4
COC(=O)c1ccc(-c2n[nH]c(=O)c3ccccc23)cc1,4,14,-1,11,5,-1,-9,-2
CCn1c(-c2cc(-c3cc(C)ccc3C)nc3ccccc23)n[nH]c1=S,-6,3,-4,0,6,-4,18,6
O=C(CCCOc1ccccc1)NCCc1nc2ccccc2[nH]1,-5,6,-3,12,-5,-11,7,-3
COC(=O)CCCC1=CC2=CC(=O)C(C)(OC(=O)c3cccs3)C(=O)C2=CN1CCCCO (configuration not stated),12,16,7,-70,2,15,38,-6
Cc1ccccc1Nc1nc(N)nc(COC(=O)C2CCCCC2)n1,-3,19,5,2,6,-9,14,-9
CCOc1cccc(-c2cc(-c3n[nH]c(=S)n3CC)c3ccccc3n2)c1,-1,-10,-10,-7,1,-3,22,5
CCCCN(Cc1ccccc1)C(=O)C1CCCN(S(=O)(=O)c2cnc[nH]2)C1 (configuration not stated),-5,-12,-4,-4,-8,-6,-1,-2
CCN(CC(=O)Nc1c(F)cccc1F)C(=O)CN1C(=O)C2CCCCC2C1=O (configuration not stated),-3,14,5,2,4,1,-17,-2
O=C(Cc1ccccc1)NCC(=O)N1CCCC1,-4,5,-3,3,2,-1,1,-10
CC(=O)c1ccc(S(=O)(=O)N2CCCCC2C(=O)O)cc1 (configuration not stated),-7,16,-12,-22,-6,12,-1,6
Cc1ccc(C2(C(=O)N3CCC(n4nc(-c5ccccc5)oc4=O)CC3)CC2)cc1,0,11,2,-4,1,5,24,19
CC(C)Cn1c(=O)c2c(nc3n2CCCN3CCc2ccccc2)n(C)c1=O,-8,-25,-7,6,10,14,12,13
CCN(Cc1ccccc1)C(=O)COC(=O)[C@@H]1CCCN1C(=O)c1cccs1,1,-5,-18,-7,-3,-3,15,-6
Cc1cc(C(F)(F)F)nc(SCC(=O)c2cccc([N+](=O)[O-])c2)n1,-1,3,-4,-15,-10,-15,4,2

# Record cards, from the list above. Order of screens: HKDC1 inh | 697 NFkB inh | SENP8 inh | UBC13 inh | SENP7 inh | Jurkat NFkB inh | Apaf-1 inh | Gli-Sufu antag
# CCc1nnc(NC(=O)COC(=O)CN2C(=O)c3ccccc3C2=O)s1 is listed with 3 | -14 | -15 | -2 | 9 | -3 | 1 | -20
# CCc1nnc(NC(=O)c2ccc(S(=O)(=O)N3CCCc4ccccc43)cc2)o1 is listed with -10 | -3 | -8 | -7 | 1 | 18 | 2 | -11

# Single entries from above.
# CC(=O)c1ccc(S(=O)(=O)N2CCCCC2C(=O)O)cc1 (configuration not stated) | HKDC1 inh = -7
# CCN(CC(=O)Nc1c(F)cccc1F)C(=O)CN1C(=O)C2CCCCC2C1=O (configuration not stated) | Apaf-1 inh = -17

# The results go on:
SMILES,HKDC1 inh,697 NFkB inh,SENP8 inh,UBC13 inh,SENP7 inh,Jurkat NFkB inh,Apaf-1 inh,Gli-Sufu antag
COc1ccc(OC)c(-c2csc(NC(=O)CSCC(=O)Nc3cc(C)on3)n2)c1,6,10,-4,3,4,5,3,-2
CC(C)c1ccc(CN(C(=O)c2cc3ccccc3oc2=O)C2CCS(=O)(=O)C2)cc1 (configuration not stated),4,10,-9,15,-3,1,-3,3
CC(=O)Nc1ccc(NC(=O)CC(NC(=O)c2ccccc2)c2ccccc2)cc1 (configuration not stated),-4,6,4,-4,-7,-1,5,5
CCc1nc(SCC(=O)Nc2cc(C)on2)c2c(=O)n(C)c(=O)n(C)c2n1,-3,-9,-13,0,12,6,1,7

# Rows are unselected, and some 3.6% of all compounds hit somewhere here.
